HSP90 inh: HSP90 refolding inhibition in rabbit reticulocyte lysate; luciferase refolding luminescence, 3 h; AID 1789; 0.91% of 290,000 active; inhibition, % at 5.6 µM;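 active means inhibition above the screen-wide mean plus 3 SD, computed separately per campaign, cut at about 16% in these data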;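 further: 0% = DMSO wells and 100% = 60 µM geldanamycin wells; inhibitors lower the luminescence because luciferase stays unfolded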
GSK3A inh: human GSK-3 alpha kinase inhibition. P49840. ADP-Glo luminescence, 60 min. inhibition, % at 10 µM. 0.1% of 320,000 active;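 in the data active means inhibition above about 50%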;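 further: GST-tagged GSK-3 alpha with peptide substrate and 25 µM ATP; 0% = DMSO neutral wells and 100% = GW8510 positive control wells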
Target sequence (P49840 whole entry, looked up): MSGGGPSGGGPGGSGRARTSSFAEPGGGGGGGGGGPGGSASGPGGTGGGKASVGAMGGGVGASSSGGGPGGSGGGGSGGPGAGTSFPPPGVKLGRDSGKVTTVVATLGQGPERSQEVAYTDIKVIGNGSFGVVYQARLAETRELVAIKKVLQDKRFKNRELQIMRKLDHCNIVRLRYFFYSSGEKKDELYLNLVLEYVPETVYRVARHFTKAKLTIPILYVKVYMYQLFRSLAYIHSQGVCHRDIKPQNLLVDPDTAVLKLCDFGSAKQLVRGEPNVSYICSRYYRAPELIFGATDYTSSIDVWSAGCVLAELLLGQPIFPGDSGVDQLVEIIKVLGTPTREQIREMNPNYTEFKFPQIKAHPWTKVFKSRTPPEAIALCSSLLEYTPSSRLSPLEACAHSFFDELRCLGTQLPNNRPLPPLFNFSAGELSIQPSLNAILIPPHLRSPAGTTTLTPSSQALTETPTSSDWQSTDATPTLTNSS
GSK3beta inhib: human GSK3beta kinase inhibition. P49841. GST-GSK3beta kinase, ADP-Glo luminescence, 60 min; active compounds read low. activity score (negative = inhibition), % at 10 µM. 0.038% of 300,000 active;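 active means more than half of replicate wells score below -50%, meaning over 50% inhibition versus plate controls; inconclusive means some replicates but at most half score below -50%; inactive means no replicate scores below -50%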;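 further: 0% = median DMSO wells and -100% = median GW8510 positive control wells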
Target sequence (P49841 whole entry, looked up): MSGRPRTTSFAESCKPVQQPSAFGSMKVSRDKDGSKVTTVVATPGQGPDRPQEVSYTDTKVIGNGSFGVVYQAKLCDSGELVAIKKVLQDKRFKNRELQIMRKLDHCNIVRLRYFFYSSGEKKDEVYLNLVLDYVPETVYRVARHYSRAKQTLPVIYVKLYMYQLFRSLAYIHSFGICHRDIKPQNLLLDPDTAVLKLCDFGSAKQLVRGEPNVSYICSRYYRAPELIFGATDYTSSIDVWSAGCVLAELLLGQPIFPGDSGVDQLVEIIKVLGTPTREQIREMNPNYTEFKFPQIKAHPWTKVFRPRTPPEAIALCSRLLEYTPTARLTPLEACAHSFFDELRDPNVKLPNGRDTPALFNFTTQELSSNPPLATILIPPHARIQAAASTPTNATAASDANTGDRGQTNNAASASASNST
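Assay system: GST-tagged human GSK3beta kinase, cell-free; Input: 1.6 ng GSK3beta; Medium: Tris/MgCl2 kinase buffer; Timing: 60 min enzyme reaction, room temperature; Signal: ADP-Glo luminescence quantifying ADP generated by kinase; Evaluation: score relative to plate controls; Benchmarks: DMSO neutral wells and GW8510 at 20 µM as positive.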
HSF1 inh: HSF1 inhibition; NIH3T3-HGL HSE-luciferase, MG132-induced, luminescence 8 h; active compounds read low; activity change, negative = inhibition, % at 7.5 µM (by protocol); AID 2098; 0.77% of 300,000 active;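 active means more than half of replicate wells show activity change below -50%, luminescence cut by over half; inconclusive means some wells, but at most half, below -50%; inactive means no replicate well below -50%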;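 further: luciferase reports HSF-1 transcriptional activity via heat shock element; 0% = median of DMSO wells and -100% = zero luminescence signal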
PolyA inh: yeast polyadenylation inhibition; S. cerevisiae SKY197-pL101 polyadenylation reporter, beta-gal luminescence; efflux-impaired pdr1/pdr3 knockout yeast; score 100 = 6 SD above DMSO; calls only at 12 µM; 0.02% of 300,000 active;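 active means lowest replicate activity score at least 50, where 100 means six control SD above control mean; inconclusive means lowest score under 50 but half or more replicates reach 50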;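 further: yeast exposed to compound for 9 h at 30 °C; higher score means more reporter readthrough which indicates perturbed polyadenylation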
HDAC3 inhib: human HDAC3 inhibition; recombinant HDAC3, fluorogenic peptide/trypsin coupled, fluorescence; 0.15% of 320,000 active; inhibition, % at 8.3 µM; O15379; in the data active means inhibition above about 26%, passing the limit was not always enough; inconclusive means no clear call, values can overlap the other calls
Dyrk1A ADPGlo: inhibitors of rat Dyrk1A kinase; Q63470; ADP-Glo luminescence, NFATc1 peptide; inhibition, % at 12.5 µM; 0.43% of 310,000 active; AID 504441; in the data active means inhibition above about 50%;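 further: plate controls were vehicle with enzyme for no effect and no enzyme for full effect; many of its hits are not listed in these tables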
AI-2 QS modul: modulates the Vibrio harveyi AI-2 quorum sensing system; Vibrio harveyi JMH597 AI-2 luminescence/OD600 ratio, 9 h; active compounds read low; strain lacks LuxN and CqsS sensors; 0 = neutral-control median; 0.4% of 300,000 active; activity change, % at 7.5 µM; in the data active means activity change below about -75%, passing the limit was not always enough; inconclusive means no clear call, values can overlap the other calls;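 further: luminescence divided by OD600 gain over 9 h not by final OD600 alone; inactives centre near 13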
Platelet DG rel: platelet dense granule release activity; inhibition, %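 (compounds screened at 7.5 µM in platelet-rich plasma)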; 0.22% of 300,000 active; human platelet-rich plasma, SFLLRN dense granule ATP release, luminescence;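 active means mean replicate score, as percent of positive control, at or above 50; inconclusive means mean below 50 but at least one replicate at or above 50; inactive means mean and every replicate below 50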
HSF-1 act: increases HSF-1 driven luciferase reporter signal | NIH3T3-HGL HSF-1 luciferase reporter, MG132, 8 h; 100% = twice DMSO control signal | activation, % at 9 µM | 1.7% of 300,000 active | AID 504408;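 active means mean replicate activation of at least 50% with a set share of replicates each reaching 50%; inconclusive means only one of those two conditions met; inactive means mean below 50% and too few replicates reaching it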;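 further: 0% = median of the neutral control wells and 100% = twice that signal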
* = called active by the depositor; i = inactive; ? = inconclusive; . = not tested or not shown; & = joins results of further samples. An excerpt; rates above refer to the full screens.

SMILES	HSP90 inh	GSK3A inh	GSK3beta inhib	HSF1 inh	PolyA inh	HDAC3 inhib	Dyrk1A ADPGlo	AI-2 QS modul	Platelet DG rel	HSF-1 act
Fc1cc2nc(-c3ccncc3)[nH]c2cc1F	1	-1	-5	7	i	-68	15	14	-20	31
CCOc1ccc(-n2c(SCc3ccc(C(=O)OC)o3)nc3c(c2=O)SCC3)cc1	2	-2	.	.	.	3	1	.	.	.
CC(=O)c1ccc(N2CCN(S(=O)(=O)c3ccc4c(c3)NC(=O)CO4)CC2)cc1	-3	0	-5	-7	i	1	.	12	9	-21
Clc1ccc(OCCCCCN2CCCC2)c(Br)c1	3	-1	-1	0	i	4	-5	12	2	-2
C=CCn1c(C(C)NC(=O)CCC)nc2ccccc21 (centres undefined)	1	2	3	-3	i	-3	-5	2	-1	10
O=C(N/N=C\c1ccc(-c2cccc(Cl)c2)o1)C(=O)NC1CCCC1	0	0	2	-3	i	-9	-3	41	-2	-8
CC(C(=O)Nc1ccccc1)N1CCN(c2ccccn2)CC1 (centres undefined)	-2	0	-1	-4	i	3	-1	6	5	-13
COc1ccccc1N(CC(O)CN1C(=O)NC(C)(C)C1=O)S(=O)(=O)c1ccc(C)cc1 (centres undefined)	-1	-1	8	-10	i	-1	1	12	-12	-24
Fc1ccccc1CSc1nnc(-c2cccnc2)o1	-5	4	1	-5	i	-4	13	-92*	-9	-2
COc1cc(C(=O)NC2CCN(Cc3nnnn3Cc3cccs3)CC2)cc(OC)c1OC	1	-2	2	-68*	.	-4	0	19	-2	-75
O=c1oc2ccccc2c(Nc2ccc(Cl)cc2)c1[N+](=O)[O-]	0	3	1	-8	i	-2	2	30	4	11
Cc1csc(NC(=O)CSc2nc3[nH]ncc3c(=O)[nH]2)n1	-2	-2	4	2	i	-1	-1	9	3	0

The closing two compounds of the section above open the next one:
SMILES	HSP90 inh	GSK3A inh	GSK3beta inhib	HSF1 inh	PolyA inh	HDAC3 inhib	Dyrk1A ADPGlo	AI-2 QS modul	Platelet DG rel	HSF-1 act
O=c1oc2ccccc2c(Nc2ccc(Cl)cc2)c1[N+](=O)[O-]	0	3	1	-8	i	-2	2	30	4	11
Cc1csc(NC(=O)CSc2nc3[nH]ncc3c(=O)[nH]2)n1	-2	-2	4	2	i	-1	-1	9	3	0
CN(C)S(=O)(=O)c1ccc(Cl)c(NC(=O)COC(=O)c2cc(-c3ccccc3)nc3ccccc23)c1	1	-1	2	-12	i	-3	10	-11	-52	4
O=C(Cn1cc(CCO)nn1)N1CCNCC1	10	.	0	2	i	3	1	10	4	-1
Cc1ccccc1NS(=O)(=O)c1cc(C(=O)NCCSC2CCCCC2)ccc1C	-2	4	5	16	i	-2	3	18	0	6
N#Cc1ccc(C(=O)NCCCSc2ccccc2)cc1	-4	-1	-2	-5	i	-1	-7	9	-4	-13
COc1cc2c(cc1OC)C(c1cc3cc(C)ccc3[nH]c1=O)N(C(=O)c1ccco1)CC2 (centres undefined)	-2	-2	2	3	i	3	-1	8	0	-5
O=C(CSC1=NS(=O)(=O)c2cc(Cl)ccc2N1)Nc1cccc(F)c1	.	-6	4	-4	.	2	.	-2	4	12
N#Cc1ccc(S(=O)(=O)NCC(=O)OCC(=O)NCCc2ccccc2)cc1	-3	0	3	4	i	-1	2	7	-9	0
COc1ccc(C(C)(C)C)cc1NC(=O)COC(=O)c1ncc(Cl)c(Cl)c1Cl	-4	1	-3	-4	i	7	-4	36	11	-3
CN(C(=O)CSc1nc(-c2ccccc2)c(-c2ccccc2)o1)C1CCS(=O)(=O)C1 (centres undefined)	4	-1	-2	4	i	-2	2	0	-10	4
Cc1cc(Nc2ccc(N3CCOCC3)cc2)c2cccc(C)c2n1	2	-2	-2	4	i	9	1	16	-5	12
Cc1ccc(NC(=S)N2CCN(S(C)(=O)=O)CC2)cc1Cl	-3	-1	-2	-4	i	-2	-1	6	-1	-4
N#C/C=C\Oc1ccc(Cl)cc1N	20*	2	2	6	i	0	14	29	-10	13
Cc1cc(C)n2nc(SCC(=O)N(C)c3c(N)n(Cc4ccccc4)c(=O)[nH]c3=O)nc2n1	2	0	4	5	i	-3	0	21	17	-18
CC(C)Cc1cc(C(=O)N2CCN(c3ccc(F)cc3)CC2)no1	-3	-5	3	2	i	-2	-7	15	1	0
Cn1c(N)c(C(=O)COC(=O)CCc2nc3ccccc3s2)c(=O)n(C)c1=O	4	-2	1	21	i	-8	2	18	3	37
O=c1c2c3c(sc2n2c(=S)[nH]nc2n1-c1ccccc1)CCC3	-1	15	-6	-5	i	7	55*	11	1	-18
O=C(Nc1cccc(Cl)c1)Nc1nnc(-c2ccncc2)s1	4	1	-13	-20	i	-7	18	-16	4	-26
S=C(Nc1ccc(Cl)cc1)NC1CCN(Cc2ccccc2)CC1	1	-1	0	1	i	-2	9	-61	5	9
CC(=O)Nc1ccc(NC(=O)CSc2ccc(-c3ccc(-n4ccnc4)cc3)nn2)cc1	.	0	-2	-4	i	0	.	2	5	-7
O=C1NC2(C=Cc3c(ccc4ccccc34)O2)Oc2ccccc21 (centres undefined)	-6	.	-2	5	i	-35	6	8	-1	-16
Cc1cccc(CN2CCC(n3nccc3NC(=O)CCCc3ccccc3)CC2)n1	5	2	-3	-1	i	1	-6	6	-3	19
Cc1cc(=O)[nH]c(N/N=C/CCc2ccccc2)n1	-1	2	0	-7	i	-5	-3	31	-3	4
CCCn1nnc(NC(=O)C(C)C)n1	-3	-3	-3	-10	i	-2	-12	-1	3	2
COc1cc(NS(=O)(=O)c2ccc(C)cc2)ccc1-n1cnnn1	0	-4	3	2	i	-3	0	43	-1	0
COc1cccc(CC(NC(C)=O)C(=O)NC2CCN(C(=O)NCc3ccccc3)CC2)c1 (centres undefined)	3	.	3	3	i	.	-5	10	6	7
COc1ccc(NS(=O)(=O)c2cc(NC(=O)CC(=O)c3ccc([N+](=O)[O-])cc3)ccc2C)cc1	5	.	-2	-7	i	2	-1	30	0	1
O=C1CN(c2ccc(Br)cc2)C(=O)N1CC(=O)N1CCCc2ccccc21	4	-3	2	5	i	-2	2	29	10	-4
CCN(CC)S(=O)(=O)c1cc(NS(=O)(=O)c2cccc(Cl)c2)ccc1C	1	0	2	6	i	-1	-6	8	-2	-4
CCOC1=C/C(=C/c2c(N)n3nc(-c4ccccc4)sc3nc2=O)C=CC1=O	2	.	1	2	i	.	23	21	0	12
CCOC(=O)CN1CC23C=CC(O2)C(C(=O)NCc2ccccc2OC)C3C1=O (centres undefined)	-4	-4	-7	-2	i	-4	5	21	4	6
CCCOc1ccc(N2C(=O)CC(N3CCC(O)(c4cccc(C(F)(F)F)c4)CC3)C2=O)cc1 (centres undefined)	1	0	2	2	i	-1	1	29	0	11
CCCCN(C(=O)CCC(=O)Nc1cc(C)on1)C(C(=O)NC(C)(C)CC)c1cccc(OC)c1OC (centres undefined)	0	-3	-1	-5	i	3	2	3	3	-14
CCN(CC)C(=O)CSc1ncccc1-c1nc2ccccc2[nH]1	3	2	1	6	.	-3	18	51	5	41
Cc1ccc(-n2c(=O)c3sccc3n(CC(=O)NC3CCCCC3)c2=O)cc1	-1	-2	3	-3	i	0	4	24	0	-5
COc1cc(C(=O)CSc2nncn2C)cc(OC)c1OC	-2	.	-1	-6	i	4	12	-8	0	6
COc1ccc(S(=O)(=O)Nc2ccc(S(=O)(=O)N3CCOCC3)cc2)cc1	4	-3	0	-5	i	1	7	7	1	-4
O=C(Nc1ccc(N2CCOCC2)cc1)c1cc(F)c(F)cc1Cl	-1	.	4	1	i	.	-6	13	15	-4
Cc1noc(C)c1COc1cccc(C(=O)Oc2ccc3c(c2)OCO3)c1	-1	-2	1	-1	i	-4	3	-11	10	10
Cc1cc(C(=O)OCC(=O)Nc2nnc(C(C)C)s2)c2ccccc2n1	-1	0	-1	0	i	4	-2	31	-5	0
CCOC(=O)C1CCN(C(=O)COC(=O)c2nn(C)c(=O)c3ccccc23)CC1	.	0	2	-2	i	0	0	12	1	-2
O=C(NCc1cccnc1)c1ccc2c(c1)OCO2	3	-2	2	-2	i	-3	19	3	3	-4
COc1ccc(C(=O)Cc2ccc(OC)c(OC)c2)cc1	3	2	4	10	i	0	0	16	1	17
COC(=O)[C@H]1C[C@H]1[C@@H](NC(=O)c1ccc[nH]1)c1ccccc1	.	-2	-2	22	i	-7	0	29	-2	40
CCOc1ccccc1N1CCN(C(=O)c2c(-c3ccccc3Cl)noc2C)CC1	1	0	3	-5	i	3	0	20	-3	1
CCCc1cnc(N2CCN(S(=O)(=O)c3cccs3)CC2)nc1	0	0	4	8	i	-6	.	10	14	47
CCN1CCN(Cc2ccc(NC(=O)c3ccc(C)c(NC(=O)C(=O)c4c[nH]c5ccccc45)c3)cc2C(F)(F)F)CC1	3	2&-1	1	-41	i	?	10&1	43	-1	-52
CCCCC(=O)Nc1cc2nn(-c3ccc(OC)cc3)nc2cc1C	0	-4	-2	7	i	-21	7	13	5	9
COc1ccc(NC(=O)C2CCCN(S(=O)(=O)c3ccc(-n4cnnn4)cc3)C2)cc1 (centres undefined)	-2	0	-3	3	i	-3	-2	19	-2	-1
CC1CCN(C(=O)CSc2nnc3c(n2)[nH]c2ccc(F)cc23)CC1	2	2	-1	-5	i	9	-8	16	8	6
CCC(C(=O)NCc1cccnc1)n1nc(C)c2sc3ccccc3c2c1=O (centres undefined)	0	2	-4	7	i	2	-1	20	10	4
O=S(=O)(c1cccc(S(=O)(=O)N2CCC(Cc3ccccc3)CC2)c1)N1CCOCC1	-1	1	2	3	i	-4	-6	2	8	-2
CCN(C(=O)Cc1ccc(Br)cc1)C1CCCCC1	-1	2	0	17	i	13	1	37	0	33
COc1ccc(-c2cc(C(F)(F)F)nc(SCCC(=O)N3CCOCC3)n2)cc1	1	-1	-27	2	i	-7	2	18	15	-4
Cc1noc(C(=O)Nc2ccc3c(c2)OCO3)c1Cl	0	-1	3	9	i	1	2	13	8	10
Cc1ccc(NS(=O)(=O)c2ccc(C(=O)N3CC(C)CC(C)C3)cc2)cc1 (centres undefined)	.	-2	3	3	i	6	5	23	-1	5
Cc1cc(NC(=O)CSc2nnc(-c3ccncc3)n2-c2ccccc2)no1	0	-1	-1	-2	i	-4	-2	18	1	-4
Cc1ccc(NC2CCCN(C(=O)c3cc(C(C)C)[nH]n3)C2)cc1C (centres undefined)	-3	0	0	1	i	-1	-3	17	14	-8
N#Cc1c(/N=C/N2CCCC2)oc(-c2ccccc2)c1-c1ccccc1	-3	2	1	3	i	6	5	20	6	22
O=C(Cn1ncc2c(=O)oc3ccccc3c21)NCc1cccnc1	2	5	-1	-3	i	-7	-3	13	2	-2
COC(=O)c1cc(NC(=O)Cc2cccs2)cc(C(=O)OC)c1	1	-2	-1	-5	i	-6	10	14	14	17
O=C(O)c1ccc(COc2cccc(CO)c2)cc1	-3	10	2	-26	i	-8	14	15	75*	-37
